Source: PubChem BioAssay (Sanford-Burnham Center for Chemical Genomics)
Hsp70 inhibitors: Hsp70 inhibitors, probe displacement, primary screen, biochemical, fluorescence polarization (AID 583). Heat shock 70 kDa protein 1A (Homo sapiens). 0.06% of 140,000 active. displacement, % at 20 µM; hits with a dose series show IC50 in µM. Hsp70 fluorescence polarization probe displacement, mP; higher % means a stronger effect; in the data active = displacement above about 50%;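 note: plate controls were vehicle for no effect and reference ligand for full effect; a part of the inactive calls stands beside numbers as strong as those of hits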
MKP-3 inhibition: MKP-3 phosphatase inhibitors, primary screen, biochemical, rat enzyme, in vitro (AID 425). Dual specificity protein phosphatase 6 (Rattus norvegicus). recombinant MKP-3 phosphatase activity, fluorescence; higher % means a stronger effect. one-dose inhibition, % at 20 µM; IC50 in µM for titrated hits. 0.17% of 110,000 active; in the data active = inhibition above about 50%;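 note: plate controls were vehicle for no effect and reference inhibitor for full effect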
An asterisk follows results filed as active; · = not tested or not shown. Only part of the results is shown; count on the stated rates, not on these rows.

MKP-3 inhibition	Hsp70 inhibitors	Structure
·	2.3%	CCOC(=O)C(C(C)=O)C(c1ccc(OCCC(C)C)cc1)C(C(C)=O)C(=O)OCC (stereo not drawn)
0%	-1.2%	CC/C(=N\NC(=O)c1ccc(C)o1)c1ccccc1O
-11%	3.3%	Cn1nnnc1SCC(=O)NCCCc1ccccc1
1%	6.4%	Cc1ccc(NC(=O)c2cc([N+](=O)[O-])ccc2Cl)cc1Cl
-10%	0.3%	CCCCCn1c2nc3ccccc3nc2c2c(=O)n(CC3CCCO3)c(C)nc21 (stereo not drawn)
-4%	1.2%	COCCNC(=O)c1cc2c(=O)n(C)c3ccccc3c2n1C
·	0.7%	COc1ccc(Cl)cc1C(=O)NCCN(C)C
6%	1.9%	Nc1nc(Nc2ccc(Cl)cc2Cl)nc(C(F)(F)F)n1
1%	2.2%	COc1ccc(-c2n[nH]c(=S)n2/N=C/c2cccs2)cc1
0%	1.7%	COCCNC(=O)C(c1ccc(C)o1)N(C(=O)c1snc(C(N)=O)c1N)c1cccc(C)c1 (stereo not drawn)
-1%	-2.4%	c1csc(Cn2nnnc2CN2CCN(c3nc4ccccc4s3)CC2)c1
0%	5.3%	C1=C(c2ccc(C3CCCCC3)cc2)N2CCN=C2S1
·	14%	CN(C(=O)CSC1=NCCS1)c1ccccc1
2%	-0.1%	C=CCn1c(CSc2nc3ccccc3s2)nnc1SCC(=O)NCCN1CCOCC1
-4%	1.4%	CN(Cc1ccccc1)c1ncnc2ccc(Br)cc12

As a short view, some entries already given:
MKP-3 inhibition	Hsp70 inhibitors	Structure
·	2.3%	CCOC(=O)C(C(C)=O)C(c1ccc(OCCC(C)C)cc1)C(C(C)=O)C(=O)OCC (stereo not drawn)
0%	-1.2%	CC/C(=N\NC(=O)c1ccc(C)o1)c1ccccc1O
-11%	3.3%	Cn1nnnc1SCC(=O)NCCCc1ccccc1

Some of the entries above in a different format.
canonical_smiles	MKP-3 inhibition	Hsp70 inhibitors
COc1ccc(-c2n[nH]c(=S)n2/N=C/c2cccs2)cc1	1%	2.2%
COCCNC(=O)C(c1ccc(C)o1)N(C(=O)c1snc(C(N)=O)c1N)c1cccc(C)c1 (stereo not drawn)	0%	1.7%
c1csc(Cn2nnnc2CN2CCN(c3nc4ccccc4s3)CC2)c1	-1%	-2.4%
C1=C(c2ccc(C3CCCCC3)cc2)N2CCN=C2S1	0%	5.3%
CN(C(=O)CSC1=NCCS1)c1ccccc1	·	14%

Continued:
MKP-3 inhibition	Hsp70 inhibitors	Structure
·	2.7%	Cc1ccc(C(=O)c2ccc([N+](=O)[O-])cc2)cc1C
2%	-0.7%	Cc1ccc(/C=C2\C(=O)NC(=O)N(Cc3ccccc3)C2=O)cc1
0%	-1.3%	N#C/C(=C\c1cccs1)c1nc(-c2ccc(Cl)cc2Cl)cs1
·	1.1%	CC1CC(C)CN(CCCNC(=O)CCNC(=O)Cn2ccc3ccccc3c2=O)C1 (stereo not drawn)
0%	-2.1%	Cc1ccc(NC2CC(C)N(C(=O)c3cccc(F)c3)c3ccc(C)cc32)cc1 (stereo not drawn)
3%	·	COC(=O)c1ccc(COc2ccc(-c3ccccc3)cc2)o1
0%	5.7%	CC1=C(C(=O)OCCc2ccccc2)C(c2ccccc2Cl)NC(=O)N1 (stereo not drawn)
-6%	2.5%	COc1cc(Sc2ccccc2[N+](=O)[O-])ccc1N
-2%	1.7%	Cc1ccccc1N1C(=O)c2sc3nc4c(c(=O)n3c2C1=O)CCC4
-12%	2.8%	O=C(CCC1COc2ccccc2O1)NCc1ccco1 (stereo not drawn)
0%	-0.5%	CC1CCCCN1c1ccc(C(=O)c2ccccc2)cc1F (stereo not drawn)
2%	-1.3%	COc1ccc(S(=O)(=O)N2CC3C4C=CC(C4)C3C2)cc1 (stereo not drawn)
-4%	-0.2%	COc1ccc(S(=O)(=O)N2CCCC(C(=O)NCCC3=CCCCC3)C2)cc1 (stereo not drawn)
0%	5.3%	C=CCN1C(=O)NC(=O)/C(=C/C=C/c2ccco2)C1=O
-14%	5.6%	O=C(Cn1nnc(-c2ccccc2F)n1)Nc1ccc(S(=O)(=O)NC2CCCC2)cc1

Going on with the list:
MKP-3 inhibition	Hsp70 inhibitors	Structure
0%	12%	COc1ccc(-c2nc(CNS(=O)(=O)c3cc(OC)ccc3OC)cs2)cc1
7%	5.7%	COc1ccc(/C=C2/SC(=S)NC2=O)cc1I
-3%	0.7%	COc1ccc(CCC(=O)N2CCc3ccccc32)cc1
·	1.2%	CC1=CCC(C(=O)O)(C(=O)N/N=C/c2cccs2)C(c2ccc(Cl)cc2)C1 (stereo not drawn)
17%	-3.8%	Cc1nc(SCC(=O)Nc2cc(C)on2)c2c(C)c(C)sc2n1
0%	-3.1%	CC1=NNC(=O)C1CC(=O)N/N=C/c1cccc([N+](=O)[O-])c1 (stereo not drawn)
-4%	0.7%	Cc1cc(C)cc(N(C(C)C(=O)N2CCCCC2)S(C)(=O)=O)c1 (stereo not drawn)
-2%	-4.6%	CN(Cc1nc2ccccc2n1C)S(=O)(=O)c1ccc(Cl)cc1
2%	-7.3%	Cc1ccnc(NS(=O)(=O)c2ccc(N3C(=O)c4ccccc4C3=O)cc2)n1
-2%	5.0%	COc1cc(-c2nnc3n2N=C(c2ccccc2)CS3)cc(OC)c1OC
-2%	6.7%	Cc1nc(N2CCN(Cc3ccccc3)CC2)nc2c1C(=O)CC(C)C2 (stereo not drawn)
13%	2.4%	CCN(CC)CCNC(=O)c1ccccc1N
·	10%	COc1cc(CN2C(=O)C(NC(=O)c3ccco3)(C(F)(F)F)C3=C2CC(C)(C)CC3=O)cc(OC)c1 (stereo not drawn)
3%	-3.5%	CN(C)c1ccc(/C=N/N2CCN(c3ccccn3)CC2)cc1
4%	-3.1%	Cc1cc(/C=N/NC(N)=S)c(C)n1-c1ccc(F)cc1

The listing continues.
MKP-3 inhibition	Hsp70 inhibitors	Structure
2%	-1.4%	COc1ccc(/C=C2/SC(NC(C)=O)=NC2=O)c(OC)c1
·	-3.9%	CCCn1c(NC(=O)c2cccc(C)c2C)nc2ccccc21
-1%	-1.4%	O=c1/c(=C/c2ccco2)sc2nnc(-c3ccccc3)n12
-1%	-1.6%	COc1ccc(OC)c(/C=N/N=C2\NC(=O)C(C)S2)c1 (stereo not drawn)
5%	-4.7%	COc1ccc(OC)c(CN2CCN(S(C)(=O)=O)CC2)c1
-14%	-1.9%	COc1ccc(-n2c(SC)nc(O)cc2=O)cc1
·	5.3%	Cc1sc2c(c1C)c(=O)nc1scc(CC(=O)O)n12
-2%	0.6%	O=C(Nc1cccc(-c2nc3ccccc3[nH]2)c1)c1ccc2c(c1)OCCO2
-2%	0.0%	O=C(Nc1ccc(I)cc1)c1ccc(S(=O)(=O)N2CCCC2)cc1
-7%	5.3%	Cc1cccn2c(=O)c3cc(C#N)c(=NC(=O)c4ccccc4)n(Cc4ccco4)c3nc12
-2%	7.2%	O=c1c2[nH]c3ccc(F)cc3c2ncn1CCN1CCN(Cc2ccccc2)CC1
-7%	-1.4%	COc1cccc(OC)c1C(=O)N1CCN(Cc2ccccc2C)CC1
-1%	5.2%	CC(=O)Oc1ccccc1C1OC(=O)c2ccccc2N1C(C)=O (stereo not drawn)
2%	1.4%	COc1ccc(CCC(=O)Nc2cc([N+](=O)[O-])ccc2C)cc1
4%	4.3%	CN1C(=O)NC(=O)/C(=C/c2cn(Cc3ccccc3)c3ccccc23)C1=O

(list continues)
MKP-3 inhibition	Hsp70 inhibitors	Structure
0%	-2.4%	Cc1n[nH]c(C)c1Sc1ccccc1N=Cc1ccccc1O
-6%	-2.9%	O=C(NC1CCCCCC1)c1cc2n(n1)C(C(F)(F)F)CC(c1ccco1)N2 (stereo not drawn)
·	0.9%	COC(=O)c1ccc(NC(=O)C(C)Oc2ccccc2)cc1 (stereo not drawn)
2%	1.3%	COc1ccccc1Cc1noc(/C=C/c2ccccc2)n1
·	-2.1%	Cc1ccc(NC(=O)c2ccc3c(c2)OCCO3)cc1
0%	0.7%	O=C(c1ccccc1I)N1CCN(c2ccccc2)CC1
-13%	4.0%	Cc1cc(C)c(N2C(=NC(=O)CCCC(=O)O)SC3CS(=O)(=O)CC32)c(C)c1 (stereo not drawn)
2%	-3.0%	COC(=O)c1ccccc1NC(=O)COc1ccc(Cl)c(C)c1
·	1.2%	O=C(NC1CCCCCCC1)NC1CCCCC1
-2%	1.4%	Cc1nccn1-c1c2c(c(C#N)c3nc4ccccc4n13)CCC2
0%	-1.9%	Cc1n[nH]c(C)c1Sc1ccccc1N=Cc1cc(Br)ccc1O
6%	-2.2%	COc1ccc(NC(=O)C(=O)NCCc2ccc(OC)c(OC)c2)cc1Cl
·	-2.8%	COc1ccccc1N1CCN(C(=O)C(C)N(c2ccccc2)S(C)(=O)=O)CC1 (stereo not drawn)
-1%	0.3%	CCc1ccccc1N(CC(=O)Nc1ccc(C)c(C)c1)S(C)(=O)=O
-2%	0.7%	c1ccc(-n2ncc3c(NC4CCCCCC4)ncnc32)cc1

New compounds follow
MKP-3 inhibition	Hsp70 inhibitors	Structure
0%	4.1%	O=C(c1ccccc1)N1N=C2CCCCCC2C1(O)C(F)(F)F (stereo not drawn)
-2%	-1.1%	COc1ccc(OC)c(C(=O)c2ccc(C(=O)NCc3ccccc3)cc2)c1
5%	0.8%	COc1ccccc1N(CC(=O)NCCOc1ccc(Cl)cc1)S(=O)(=O)c1ccccc1
-4%	2.3%	O=c1c2[nH]c3ccccc3c2ncn1Cc1ccccn1
4%	-0.9%	Cc1cc(C)cc(NC(=O)COc2ccc3ccccc3c2)c1
-5%	2.5%	CCn1c(=O)c2cc(C(=O)N3CCCC3)sc2c2ccccc21
-5%	-1.6%	CC1(C)CC(=O)C(C=NCCCn2ccnc2)=C(O)C1
0%	-1.8%	Cc1ccc(C(=O)NCCCNc2ccc([N+](=O)[O-])cc2Cl)cc1
2%	3.8%	C=CCNC(=O)C(=O)Nc1ccc(OC)c(Cl)c1
-2%	5.5%	CCCOc1ccc(C(=O)CCc2ccccc2)cc1OCCC
0%	0.5%	CC1CN(CCC(=O)Nc2ccc3c(c2)CCC3)CC(C)O1 (stereo not drawn)
-3%	-0.1%	CCC(C(=O)NC1CCCC1)N(C(=O)c1snc(C(N)=O)c1N)c1ccc2c(c1)OCCO2 (stereo not drawn)
7%	-3.1%	COc1ccc(N=C2NC(=O)/C(=C/c3ccc(Cl)cc3)S2)cc1
0%	-2.0%	CCOC(=O)CCc1c(C)nc(SCC(=O)O)c(C#N)c1C
-1%	2.6%	CC(C)c1ccc(NC(=O)C2CC3CCC2C3)cc1 (stereo not drawn)

Additional entries follow:
MKP-3 inhibition	Hsp70 inhibitors	Structure
4%	-2.3%	CC1=NNC(=O)C1CC(=O)N/N=C/c1cccc(OCc2ccccc2)c1 (stereo not drawn)
·	3.9%	CCOc1ccc(/C=N/N(C)c2ccccc2)cc1OC
9%	2.1%	CCCCCn1c(CN2CCN(c3cccc(Cl)c3)CC2)nc2c1c(=O)[nH]c(=O)n2C
·	-2.6%	O=C(O)CCCCCNC(=O)c1ccccc1Br
-7%	1.7%	O=C(NC1CCCc2ccccc21)c1cccnc1 (stereo not drawn)
3%	-4.2%	Cc1ccc(-c2nc(S(=O)(=O)c3ccc(F)cc3)c(SCC(=O)NCC3CCCO3)o2)cc1 (stereo not drawn)
-10%	-4.0%	CC1Cc2ccccc2N1C(=O)C1CCCN(S(=O)(=O)c2cccc3cccnc23)C1 (stereo not drawn)
·	-4.0%	COc1ccc2c(c1)C1=NN(/C(C)=C\C(C)=O)C(c3ccccc3)C1CC2 (stereo not drawn)
·	-1.8%	O=C(NC1CCCC1)C1(c2ccccc2)CCN(S(=O)(=O)c2ccccc2)CC1
·	0.4%	CCNS(=O)(=O)c1ccc(NS(C)(=O)=O)cc1
4%	4.4%	COc1ccc(CCn2c(=N)c(C#N)cc3c(=O)n4ccccc4nc32)cc1
·	6.0%	CCNC(=O)COc1ccc(S(=O)(=O)Nc2ccccc2)cc1
0%	-3.4%	CCOc1ccc(NC(=O)C2=C(C)NC(=O)NC2c2ccc(Cl)cc2Cl)cc1 (stereo not drawn)
·	-0.2%	Cc1c(OC(=O)c2ccc([N+](=O)[O-])cc2)c2c(c[n+]1C)COC(C)(C)OC2
7%	-2.3%	COc1ccc(CCNS(=O)(=O)c2cccc3nsnc23)cc1OC

The list continues:
MKP-3 inhibition	Hsp70 inhibitors	Structure
·	1.9%	Cc1cc(Cl)c(S(=O)(=O)NC(C(=O)O)C(C)C)cc1OCC(=O)NC1CCCCC1 (stereo not drawn)
-8%	7.8%	CCOC(=O)c1ccccc1NC(=O)c1c(O)c2ccccc2n(CC)c1=O
0%	-3.4%	Cc1c(NC(=S)NC(=O)c2ccc(Cl)cc2)cccc1-c1nc2ncccc2o1
·	7.0%	COC(=O)c1c(C)[nH]c(C(=O)OCC(=O)NCC(C)C)c1C
-2%	-0.7%	CCCOC(=O)c1ccc(NC(=O)COc2ccc(CC)cc2)cc1
-1%	-0.6%	O=C(NCCN1CCCCCC1)C1CCN(S(=O)(=O)N2CCOCC2)CC1
-13%	1.9%	O=C(OCc1ccccc1Cl)c1ccc(-n2cnnc2)cc1
·	-2.4%	O=C(CN1CCN(Cc2ccc3c(c2)OCO3)CC1)Nc1ccc2c(c1)OCO2
4%	2.2%	C=CCOc1c(Br)cc(/C=C2/C(=O)NC(=O)N(c3ccccc3F)C2=O)cc1OCC
0%	-2.7%	COC(=O)/C=C(\C)NCCN/C(C)=C/C(=O)OC

3 of the entries above in order of their number in Hsp70 inhibitors, highest first:
MKP-3 inhibition	Hsp70 inhibitors	Structure
9%	2.1%	CCCCCn1c(CN2CCN(c3cccc(Cl)c3)CC2)nc2c1c(=O)[nH]c(=O)n2C
-2%	1.4%	Cc1nccn1-c1c2c(c(C#N)c3nc4ccccc4n13)CCC2
-1%	-1.6%	COc1ccc(OC)c(/C=N/N=C2\NC(=O)C(C)S2)c1 (stereo not drawn)
